Assay outcomes (PubChem BioAssay)
bCat KO growth = primary screen for growth suppressors in beta-catenin knockout HCT116 cells (colon tumor, human); HCT116 beta-catenin knockout viability, CellTiter-Glo, 60 h; active compounds read low; viability, % at 10 µM; 140,000 tested, 1.5% active; AID 818, 2007;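 active means viability at or under a set limit, the compound median less 4 SD, cut at about 6% in these data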;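 further: 0% = Hyamine 1622 control at 20 µM and 100% = untreated cell control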
E-sel TNF inh = E-selectin induction blockers in HUVEC – imaging, immunofluorescence, high content, primary screen | AID 1246, 2008 | 120,000 tested, 0.71% active | HUVEC TNFa-induced E-selectin immunofluorescence | inhibition, % at 2 µM;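 active means inhibition above the batch mean plus 3 SD, and confirmed as a hit on visual image review, cut at about 43% in these data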;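 further: 0% = TNF-stimulated DMSO wells and 100% = unstimulated control wells; not every result past the cut was called active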
PTEN del growth = growth suppression of PTEN-null HCT116, primary screen, cell-based, CellTiter-Glo | HCT116 PTEN-null viability, 60 h; active compounds read low | viability, % at 10 µM | 140,000 tested, 1.2% active | AID 827, 2007;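 active means viability at or below a set limit, 4 SD under the median of all tested compounds, cut at about 3.7% in these data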;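 further: PTEN knockout HCT116 line with beta catenin targeted HCT116 as companion control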
BB579 growth dn = growth inhibitors of yeast BB579 in restrictive medium, primary screen, yeast lifespan-shortening project, S. cerevisiae; 140,000 tested, 0.51% active; AID 804, 2007; inhibition, % at 10 µM; OD615, 48 h;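 active means inhibition above a set limit, 3 SD over the mean compound inhibition, cut at about 44% in these data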; further: inactives centre near -24
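Test system: Saccharomyces cerevisiae DeaD strain BB579, replicative lifespan model yeast | Buffer or medium: Restrictive CSMM-D medium | Doses: One dose, 10 µM compound with 0.25% DMSO | Incubation: 48 h exposure, 30 °C | Detection: Culture absorbance at 615 nm | Control set: Amphotericin B at 10 µg/mL as positive control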
MRP-1 activ = H69AR viability gain despite doxorubicin, primary screen, MRP-1 activator project, H69AR cells, CellTiter-Glo. viability rescue. viability increase, % at 10 µM. 140,000 tested, 0.61% active. AID 799, 2007;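 active means viability gain under doxorubicin at or above a set limit, the compound median plus 3 SD, cut at about 4.7% in these data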;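 further: MRP-1 overexpressing cells given doxorubicin 25 µM after compound pretreatment; 18-22 h compound pretreatment then 72 h with doxorubicin before readout; 0% = doxorubicin-only wells and 100% = vehicle-treated cells without doxorubicin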
NPY-Y2 antag = NPY-Y2 receptor antagonists, primary screen, cell-based | Neuropeptide Y receptor type 2 (Homo sapiens), P49146 | NPY-Y2 expressing cells, antagonist mode | inhibition, % at 2.7 µM | 140,000 tested, 0.99% active | AID 793, 2007; in the data active means inhibition above about 17%;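 further: 0% = vehicle with agonist challenge and 100% = reference antagonist with challenge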
Target sequence (P49146 whole entry, looked up): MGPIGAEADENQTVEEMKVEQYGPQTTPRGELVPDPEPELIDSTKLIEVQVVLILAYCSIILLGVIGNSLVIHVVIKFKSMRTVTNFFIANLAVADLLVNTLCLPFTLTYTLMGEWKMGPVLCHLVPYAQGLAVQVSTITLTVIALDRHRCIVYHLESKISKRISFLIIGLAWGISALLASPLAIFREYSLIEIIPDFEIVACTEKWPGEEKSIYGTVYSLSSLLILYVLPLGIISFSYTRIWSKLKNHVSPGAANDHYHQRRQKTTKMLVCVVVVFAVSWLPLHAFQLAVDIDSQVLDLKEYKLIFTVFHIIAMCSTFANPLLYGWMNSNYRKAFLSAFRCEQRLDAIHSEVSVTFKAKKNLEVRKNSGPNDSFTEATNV
GALR2 antag = GALR2 antagonists in receptor-expressing cells, primary screen; Galanin receptor type 2 (Homo sapiens), O43603; inhibition, % at 4 µM; 140,000 tested, 0.39% active; antagonist mode; in the data active means inhibition above about 27%;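 further: cells stimulated with galanin 1-16 at roughly its EC80; 0% = agonist challenge control and 100% = basal control without agonist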
Target sequence (O43603 whole entry, looked up): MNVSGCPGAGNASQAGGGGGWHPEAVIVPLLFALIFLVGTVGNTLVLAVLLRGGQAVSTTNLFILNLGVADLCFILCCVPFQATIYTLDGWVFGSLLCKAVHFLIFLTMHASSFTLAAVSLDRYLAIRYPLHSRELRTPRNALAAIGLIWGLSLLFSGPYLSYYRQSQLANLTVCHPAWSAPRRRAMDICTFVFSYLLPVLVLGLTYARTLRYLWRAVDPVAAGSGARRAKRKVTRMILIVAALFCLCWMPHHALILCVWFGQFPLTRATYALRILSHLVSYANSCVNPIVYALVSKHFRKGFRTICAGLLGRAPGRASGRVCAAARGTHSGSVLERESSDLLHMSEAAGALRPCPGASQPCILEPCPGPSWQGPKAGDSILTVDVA
Phagocyt inh = inhibitors of macrophage phagocytosis, primary screen, imaging, J774A.1 cells, IgG beads | J774A.1 macrophage IgG-bead phagocytosis | inhibition, % at 5 µM | 110,000 tested, 0.07% active;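 active means inhibition above the mean of the plate negative controls plus 5 SD, cut at about 13% in these data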;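 further: phagocytic index as fraction of beads internalized from green versus red external bead signal; plate controls were DMSO negative control for no effect and cytochalasin-D positive control for full effect; some results beyond the cut were filed as inactive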
Measles CPE = compounds protecting cells from measles virus cytopathic effect, primary screen, measles RdRp inhibitor project, single point, MLSMR library, absorbance | protection (pct of control), % at 4 µM | Measles virus-infected cells, CPE protection | 140,000 tested, 1.5% active; in the data active means protection mostly above about 24%, no sharp cut-off; inactive means mostly below about 26%; further: some compounds called inactive have numbers as strong as hits
Yeast life ext = compounds extending yeast replicative lifespan, primary screen, S. cerevisiae, OD615; S. cerevisiae growth with nicotinamide; deaD strain in restrictive glucose medium; inhibition of the nicotinamide effect, % at 10 µM; 130,000 tested, 0.68% active;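 active means inhibition above a set limit, placed 3 SD over the median of all compounds, cut at about 26% in these data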;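 further: 0% = nicotinamide-treated wells and 100% = cells grown without nicotinamide; some compounds called inactive have numbers as strong as hits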
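assay system = DeaD-strain S. cerevisiae | measured by = absorbance at 615 nm | probe or stimulus = nicotinamide 1.5 mM | buffer or medium = CSMM-D glucose medium, restrictive | times = 48 h at 30 °C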
* = called active by the depositor; x = not tested or not shown.

SMILES	bCat KO growth	E-sel TNF inh	PTEN del growth	BB579 growth dn	MRP-1 activ	NPY-Y2 antag	GALR2 antag	Phagocyt inh	Measles CPE	Yeast life ext
c1nc(NC2CCCCCC2)c2[nH]cnc2n1	101.4	-0.6	104.9	-9.8	-2.5	0.2	16.6	-0.3	11.8	-3.9
O=C1C2C3C=CC(C3)C2C(=O)N1c1ccc2c(c1)CCC2 (centres undefined)	90.7	-9.9	89.4	-25.9	-1.1	0.1	-1.1	0.1	0.9	1.9
O=C(COC(=O)c1n[nH]c2ccccc12)NC(=O)NC12CC3CC(CC(C3)C1)C2	21.9	5.4	1.4*	-29.1	-2.5	0.6	3.5	0.4	27.1	-11.2
CS(=O)(=O)N1CCN(c2ccc(NC(=O)c3cccnc3Cl)cc2)CC1	98.4	1.0	96.6	-41.6	-1.3	0.9	0.4	x	12.6	4.8
Cn1c(CSc2nc3ccccc3s2)n[nH]c1=S	91.2	-24.0	92.6	-20.7	-4.3	7.5	12.1	0.1	1.2	-28.4
Cc1cccc(Nc2n[nH]c(=S)s2)c1C	95.5	x	111.6	-26.8	-1.0	4.4	1.6	0.5	x	-9.2
O=c1c2ccccc2nc2c3ccccc3c(NCCN3CCOCC3)nn12	1.9*	-4.1	2.5*	0.5	-6.4	20.4*	-13.5	-1.0	11.7	-10.2
CCOC(=O)c1ccc(COC(=O)c2cc3ccccc3oc2=O)o1	94.8	2.2	97.6	-51.5	0.0	1.3	8.5	x	14.9	-19.4
CC1CCC2(CC1)N=C(N)Nc1nc3ccccc3n12 (centres undefined)	82.0	4.3	81.9	-33.2	-3.9	2.1	-3.8	x	1.5	2.2
CCCn1c(SCC(=O)Nc2cc(S(=O)(=O)N3CCOCC3)ccc2Cl)n[nH]c1=O	99.3	4.3	105.3	-8.3	-1.8	-0.9	1.5	-1.3	9.4	2.6
Cc1nn2c(-c3ccco3)nnc2c2ccccc12	74.8	-11.3	84.1	88.2*	-2.7	2.2	-9.0	0.2	0.8	-11.6
CCN1C(=O)/C(=C/c2nc3ccccc3c(=O)n2-c2ccc(C)cc2)c2ccccc21	36.4	-18.7	47.1	-24.8	-6.1	-1.1	13.5	-1.2	6.4	2.4
Cc1cc(C(=O)OCc2nnc(-c3ccccc3)o2)c(C)n1-c1ccccc1	74.1	-25.9	72.5	-41.5	-2.0	7.9	6.8	-0.8	30.2	-8.2
O=C(Cc1nc(-c2ccc(Br)s2)cs1)NCCN1CCOCC1	87.1	x	104.5	-64.9	-0.5	1.2	-1.7	0.0	11.3	-11.8
COc1ccc(N2CCN(CC(=O)N3CCC(C)CC3)CC2)cc1	88.6	-1.1	100.4	1.7	-2.4	-1.7	4.9	0.4	2.6	1.7
Cc1cc(NC(=O)c2ccco2)ccc1-n1cnnn1	84.2	2.6	93.1	4.0	-0.4	-1.5	0.1	x	23.5	-19.6
COc1ccccc1CC(=O)Nc1ccccc1O	96.3	15.5	83.0	-41.2	-2.1	2.1	-3.0	-0.4	22.9	-25.6
Cn1nnc(NC(=O)CSc2nnnn2-c2ccc(F)cc2)n1	100.1	-12.7	98.0	-13.2	-2.1	-0.6	-10.1	-1.2	3.8	-6.3
CCCN1CCN(CCCNC(=O)C2CCCN(c3nnc(-n4cccc4)s3)C2)CC1 (centres undefined)	106.0	23.7	95.6	10.1	-0.9	1.6	2.5	-0.6	17.8	-5.2
CCCC(=O)Nc1ccc(Sc2ccc([N+](=O)[O-])cc2)cc1	94.0	26.4	64.0	-10.2	-2.1	2.0	-0.5	-0.2	28.1	-13.5

Only PTEN del growth, for some of the entries so far:
Compound	PTEN del growth
Cc1cccc(Nc2n[nH]c(=S)s2)c1C	111.6
O=c1c2ccccc2nc2c3ccccc3c(NCCN3CCOCC3)nn12	2.5*
CCOC(=O)c1ccc(COC(=O)c2cc3ccccc3oc2=O)o1	97.6

NPY-Y2 antag: entries above that show a hit.
| smiles | E-sel TNF inh | NPY-Y2 antag | GALR2 antag | Phagocyt inh | Measles CPE | Yeast life ext |
| --- | --- | --- | --- | --- | --- | --- |
| O=c1c2ccccc2nc2c3ccccc3c(NCCN3CCOCC3)nn12 | -4.1 | 20.4* | -13.5 | -1.0 | 11.7 | -10.2 |

Next structures follow.
SMILES	bCat KO growth	E-sel TNF inh	PTEN del growth	BB579 growth dn	MRP-1 activ	NPY-Y2 antag	GALR2 antag	Phagocyt inh	Measles CPE	Yeast life ext
CCOc1ccccc1C(=O)OCC(=O)Nc1ccc(OC(F)F)cc1	96.9	4.2	101.5	-68.3	13.6*	0.1	5.5	1.8	0.0	-8.5
COc1ccc(-c2c(C)oc3c(CN4CCN(C)CC4)c(O)ccc3c2=O)cc1	87.1	8.0	104.9	-17.4	-5.0	1.2	-10.5	0.0	22.9	1.8
CC(=O)NC(CC(C)C)C(=O)NC(=O)NCc1ccccc1 (centres undefined)	84.7	0.2	93.7	-27.0	2.1	-1.1	4.8	-0.2	2.6	-5.7
CC1CCN(C(=O)C2CC(c3ccc(F)cc3)=NO2)CC1 (centres undefined)	91.6	-15.5	84.3	-26.0	0.1	2.6	0.9	-1.8	33.4	14.2
Cc1cc(NCCO)c2ccccc2n1	104.7	-11.3	100.5	3.6	-3.5	0.5	8.6	x	18.3	-20.5
COc1ccc(OC)c(NC(=O)CSc2ccc3ccccc3c2)c1	99.1	-6.4	93.6	-9.4	-1.5	7.4	-2.6	-2.6	7.5	-7.8
O=C(CSc1nnc(Cn2nnc3ccccc32)o1)Nc1cccc(Cl)c1	64.0	-13.8	58.3	-10.2	0.3	-1.0	11.2	x	5.4	-2.4
O=C(NCCN1C(=O)S/C(=C\c2cccs2)C1=O)c1ccc(=O)[nH]c1	106.6	-54.8	92.1	-8.8	-1.8	1.9	4.3	-6.7	7.9	0.3
CCC(=O)Nc1cc(C(=O)OC(C(=O)c2ccc(C)c(C)c2)c2ccccc2)ccc1C (centres undefined)	73.1	-2.1	66.6	-42.1	-0.8	0.1	6.9	3.6	5.1	-3.0
Cc1nc2nc[nH]n2c(=O)c1NC(=O)c1cccc(OCC(C)C)c1	97.0	39.5	104.1	4.3	-1.8	5.6	-10.2	-3.5	6.0	-6.3
CCn1c(SCC(=O)Nc2ccccc2C)nnc1-c1ccccc1O	99.5	3.1	104.6	-37.0	0.4	0.9	-7.4	-0.7	2.2	-4.8
S=C(NN=C1CCCCCC1)Nc1ccc(Cl)cc1	95.1	15.2	95.5	-39.5	-3.5	4.3	-10.8	-0.8	4.8	-5.6
CSc1nc(C)cc(OCC#N)n1	101.4	-24.4	83.9	-30.3	-0.7	0.7	-0.3	-1.9	21.2	-9.2
C=CCn1cc(C(=O)N2CCc3ccccc3C2)c(=O)c2cc(S(=O)(=O)N(CC)CC)ccc21	92.1	-15.4	92.5	-33.0	-3.8	2.0	3.4	0.3	6.6	-5.1
Cc1onc(-c2ccccc2)c1C(=O)NC(CC(=O)O)c1ccc(OC(C)C)cc1 (centres undefined)	97.7	10.8	89.3	-58.2	-1.4	8.2	-1.3	x	16.2	-30.1
O=c1nc(N2CCOCC2)ccn1-c1nc(-c2ccccc2)oc1-c1ccccc1	95.1	6.8	86.7	-36.7	-2.0	-2.3	-1.7	0.2	9.1	-6.3
COC(=O)CSc1nnc(C)n1-c1cccc(C#N)c1	99.3	5.1	100.1	9.5	-0.7	2.7	14.5	x	2.3	-5.9
COc1ccc(N2CC(C(=O)Nc3ncccc3C)CC2=O)cc1 (centres undefined)	102.9	-36.5	96.5	15.7	-0.5	-1.2	5.3	1.0	14.2	-8.7
CC1CCCCC1NS(=O)(=O)c1ccc(S(=O)(=O)N2CCCC2)cc1 (centres undefined)	62.4	-6.4	66.8	-13.9	-4.1	-2.0	-3.9	1.7	15.2	-1.5
CCCCCCc1cc2cc(C(=O)NCc3ccccc3)c(=N)oc2cc1O	99.0	-3.1	94.1	-40.3	-0.5	4.2	-5.2	x	4.9	x

Shown in markdown: entries from further up.
| molecule | bCat KO growth | E-sel TNF inh | PTEN del growth | BB579 growth dn | MRP-1 activ | NPY-Y2 antag | GALR2 antag | Phagocyt inh | Measles CPE | Yeast life ext |
| --- | --- | --- | --- | --- | --- | --- | --- | --- | --- | --- |
| CC(=O)NC(CC(C)C)C(=O)NC(=O)NCc1ccccc1 (centres undefined) | 84.7 | 0.2 | 93.7 | -27.0 | 2.1 | -1.1 | 4.8 | -0.2 | 2.6 | -5.7 |
| CC1CCN(C(=O)C2CC(c3ccc(F)cc3)=NO2)CC1 (centres undefined) | 91.6 | -15.5 | 84.3 | -26.0 | 0.1 | 2.6 | 0.9 | -1.8 | 33.4 | 14.2 |
| Cc1cc(NCCO)c2ccccc2n1 | 104.7 | -11.3 | 100.5 | 3.6 | -3.5 | 0.5 | 8.6 | x | 18.3 | -20.5 |
| COc1ccc(OC)c(NC(=O)CSc2ccc3ccccc3c2)c1 | 99.1 | -6.4 | 93.6 | -9.4 | -1.5 | 7.4 | -2.6 | -2.6 | 7.5 | -7.8 |
| O=C(CSc1nnc(Cn2nnc3ccccc32)o1)Nc1cccc(Cl)c1 | 64.0 | -13.8 | 58.3 | -10.2 | 0.3 | -1.0 | 11.2 | x | 5.4 | -2.4 |
| O=C(NCCN1C(=O)S/C(=C\c2cccs2)C1=O)c1ccc(=O)[nH]c1 | 106.6 | -54.8 | 92.1 | -8.8 | -1.8 | 1.9 | 4.3 | -6.7 | 7.9 | 0.3 |

The list continues:
SMILES	bCat KO growth	E-sel TNF inh	PTEN del growth	BB579 growth dn	MRP-1 activ	NPY-Y2 antag	GALR2 antag	Phagocyt inh	Measles CPE	Yeast life ext
FC(F)(F)c1cc(-c2ccccc2)nc(NCc2cccnc2)n1	79.5	-18.3	82.3	-17.0	-4.2	1.9	0.5	x	0.8	-3.5
O=C(NCCCn1ccnc1)Nc1cccc2ccccc12	97.3	-15.2	100.5	-31.0	-0.6	1.0	11.8	x	25.9*	x
C/C(=N\NC(=O)CC(C)C)c1ccc(N2CCCCC2)cc1	98.8	4.7	95.5	-4.5	-1.4	3.6	-7.7	-5.0	13.3	-6.9
Cc1cc(Cl)ccc1N1C(=O)CC(SCCC(=O)O)C1=O (centres undefined)	77.3	-14.0	90.9	-30.0	-0.7	0.5	6.3	-1.0	33.9	19.1
